# Compound activity as filed in PubChem.
# Wee1 stabilizer = inhibitors of human Wee1 degradation; HeLa Luc-Wee1K328M stability, luciferase luminescence; 100% = proteasome inhibitor MG132 effect; 1.2% of 220,000 active; AID 1321; reporter increase, % at 5 µM;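 active means activation above the mean of all tested compounds plus 3 SD, set per screening run, cut at about 8.8% in these data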;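 further: cells exposed to compound for 20 h before luminescence read; 0% = DMSO alone and 100% = MG132 at 30 µM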
# Target sequence (P30291 whole entry K328M): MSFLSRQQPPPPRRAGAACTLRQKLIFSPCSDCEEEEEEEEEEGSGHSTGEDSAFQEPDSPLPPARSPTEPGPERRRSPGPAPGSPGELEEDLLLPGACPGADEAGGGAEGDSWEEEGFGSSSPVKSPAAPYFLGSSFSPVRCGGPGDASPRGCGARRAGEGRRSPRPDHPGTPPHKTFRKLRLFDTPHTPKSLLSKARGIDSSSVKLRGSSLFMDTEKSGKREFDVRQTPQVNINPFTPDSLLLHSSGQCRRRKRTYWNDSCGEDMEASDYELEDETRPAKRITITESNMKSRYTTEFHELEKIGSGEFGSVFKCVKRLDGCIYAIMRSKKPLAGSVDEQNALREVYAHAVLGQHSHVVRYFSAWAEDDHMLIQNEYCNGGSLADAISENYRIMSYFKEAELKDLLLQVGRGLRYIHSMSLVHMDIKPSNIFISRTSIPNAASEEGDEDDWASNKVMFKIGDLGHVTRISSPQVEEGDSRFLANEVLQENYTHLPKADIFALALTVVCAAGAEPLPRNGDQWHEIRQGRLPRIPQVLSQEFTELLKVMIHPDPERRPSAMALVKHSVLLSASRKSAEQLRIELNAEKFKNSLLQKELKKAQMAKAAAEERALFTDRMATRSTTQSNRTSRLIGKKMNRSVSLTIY
# CHOP inhibitor = CHOP inhibition in unfolded protein response; CHO-K1 CHOP-promoter luciferase, tunicamycin-induced, 15-18 h; inhibition, % at 10 µM; 3.8% of 220,000 active;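 active means compounds that reduced the stress-induced luciferase reporter signal by more than about 70% of percent inhibition, limit read from the data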;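 further: 0% = tunicamycin plus vehicle and 100% = wells without tunicamycin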
# FXIIa inh 1536 = inhibitors of human coagulation factor XIIa; P00748; purified FXIIa, Boc-QGR-AMC fluorogenic substrate, 2 h; inhibition, % at 5 µM; 0.3% of 220,000 active; AID 800; in the data active means inhibition above about 40%;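 further: 0% = enzyme with no compound and 100% = blank without enzyme; many of its hits are not listed in these tables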
# PGE2 EP2 inh = inhibitors of human EP2 prostaglandin E2 receptor; P43116; C6 glioma cells expressing human EP2, cAMP TR-FRET; cells stimulated with saturating PGE2; inhibition, % at 25 µM; 0.52% of 260,000 active; AID 1422;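 active means percent inhibition above 40 after rounding to a whole number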;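 further: rat C6 glioma host cells with rolipram phosphodiesterase inhibitor present; the protocol text gives 20 µM as final concentration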
# Target sequence (P43116 whole entry, looked up): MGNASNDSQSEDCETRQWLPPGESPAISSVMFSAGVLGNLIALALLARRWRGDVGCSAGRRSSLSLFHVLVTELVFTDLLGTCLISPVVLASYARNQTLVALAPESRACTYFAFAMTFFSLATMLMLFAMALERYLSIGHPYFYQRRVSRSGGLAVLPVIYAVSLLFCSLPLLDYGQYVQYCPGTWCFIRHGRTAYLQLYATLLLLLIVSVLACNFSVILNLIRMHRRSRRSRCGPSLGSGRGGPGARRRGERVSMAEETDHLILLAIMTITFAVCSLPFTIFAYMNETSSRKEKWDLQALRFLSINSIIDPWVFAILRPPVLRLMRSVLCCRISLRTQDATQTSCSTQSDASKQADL
# L929 necroptosis = blocks zVAD induced death of L929 cells; L929 zVAD necroptosis rescue, ATP luminescence, 24 h; with zVAD 60 µM; viability rescue, % at 10 µM; 0.38% of 220,000 active;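 active means activation, scaled between plate controls, above about 75%, limit read from the data; inactive means activation under that limit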;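 further: 0% = zVAD with DMSO and 100% = DMSO alone without zVAD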
# TNF necrop inh = inhibitors of TNF-alpha induced necroptosis in Jurkat FADD-/- cells | Jurkat FADD-/- TNF necroptosis rescue, ATP luminescence, 24 h; 0 = TNF only, 100 = no-TNF cells | activation (protection from cell death), % at 10 µM | 0.068% of 220,000 active;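 active means activation, meaning protection from cell death, of at least 50% relative to plate controls; inactive means activation below 50%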;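 further: necroptosis triggered by 40 ng/mL TNF-alpha added together with compound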
# PPC-1+TRAIL kill = compounds killing PPC-1 cancer cells with TRAIL present (potentiator screen, no TRAIL-free arm) | cell killing (% activity), % at 4 µM | AID 1443 | 0.41% of 220,000 active | PPC-1 cells + TRAIL, ATPLite viability luminescence;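 active means cell killing above 50% in the first pass at 4 µM, then a duplicate retest at 5 µM averaging 50% or more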;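 further: plate controls were cells with TRAIL plus DMSO for no effect and medium-only wells lacking cells for full effect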
# FXIa inh 1536 = blocks human coagulation factor XIa protease activity. purified FXIa, Boc-Glu-Ala-Arg-AMC fluorogenic substrate. P03951. inhibition, % at 5 µM. 0.14% of 220,000 active. AID 798;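 active means inhibition of at least 40%; inactive means inhibition below 40%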;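 further: fluorescence of freed AMC excited at 355 nm; 0% = enzyme without compound and 100% = no enzyme blank; many of its hits are not listed in these tables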
# TbHK1 inh = T. brucei hexokinase 1 inhibition; recombinant TbHK1, G6PDH-coupled NADH A340; AID 1430; 0.11% of 220,000 active; inhibition, % at 10 µM;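 active means inhibition of 50% or more in the single-dose primary screen; inactive means inhibition below 50%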
# * = called active by the depositor; . = no result given; & = joins results of further samples; [ ] = remark or other dose.
entry	SMILES	Wee1 stabilizer	CHOP inhibitor	FXIIa inh 1536	PGE2 EP2 inh	L929 necroptosis	TNF necrop inh	PPC-1+TRAIL kill	FXIa inh 1536	TbHK1 inh
1	CCCn1c(C(O)c2ccc(OCC)cc2)nc2ccccc21 (stereo unspecified)	1.2	19.0	6.5	7.5	1.2	1.4	-25.7	-1.5	2.8
2	C=CCNc1nc(=S)[nH]c2cc(OC)c(OC)cc12	-1.4	7.9	5.6	4.8	3.2	-0.8	13.2	2.1	-4.1
3	Cc1ccc(C(=O)c2coc3ccc(OCC(=O)O)cc23)cc1	2.4	-0.8	4.4	2.2	0.2	-1.0	10.2	-4.4	-1.6
4	O=C(N/N=C/c1ccc(-c2ccc([N+](=O)[O-])cc2)o1)[C@H]1C[C@@H]1c1ccccc1	3.5	26.1	13.5	2.5	1.3	-1.1	-4.6	6.8	-7.9
5	O=C(Nc1ccc(S(=O)(=O)N2CCOCC2)cc1)c1ccc(=O)[nH]c1	-1.1	1.9	1.4	8.6	1.5	0.8	-1.1	-6.1	8.0
6	O=c1cc2n(c(=O)[nH]1)CCC1=C2CCCC1	1.2	-5.3	9.0	11.4	-0.4	0.3	-3.2	-1.7	8.7
7	O=C(NCC1CCCO1)C(c1ccc(F)cc1)N(Cc1ccc2c(c1)OCO2)C(=O)c1ccc(CN2CCOCC2)o1 (stereo unspecified)	-0.7	3.1	2.9	2.7	0.9	0.8	3.6	-6.1	-13.7
8	Cc1csc(Sc2ccc([N+](=O)[O-])cc2C(=O)OCC(=O)NC2CCCC(C)C2C)n1 (stereo unspecified)	3.0	15.2	13.5	5.3	-0.4	-5.6	-2.9	7.2	-14.6
9	CN(Cc1cc2ccccc2[nH]c1=O)C(=O)COc1ccccc1	-2.3	9.8	8.1	9.0	0.4	1.1	-0.4	4.0	-15.4
10	CCO[C@@H]1OC(C(=O)Nc2ccccc2)=C[C@H](c2coc3ccccc3c2=O)[C@H]1CCCO	0.4	-37.0	10.7	7.6	1.1	6.8	-2.4	4.7	-8.2
11	CCOC(=O)C1C(=O)C=C(/C=C/c2ccccc2)CC1c1ccc(Cl)cc1 (stereo unspecified)	-3.7	32.5	23.4	3.8	1.3	-1.3	18.5	4.5	-13.7
12	CCCCOc1c(Br)cc(/C=C2\N=C(C)OC2=O)cc1OCC	-0.2	-4.2	9.8	12.1	-0.1	-9.5	8.2	2.2	18.8
13	CCOc1ccc(S(=O)(=O)N(CC(=O)N/N=C/c2cccs2)c2ccc(C)cc2)cc1	7.7	75.8*	11.8	17.1	1.2	-3.1	2.9	3.9	-1.2
14	C/C(Nc1ccccc1C(F)(F)F)=C1/CCOC1=O	0.1	20.6	5.8	5.5	0.9	-0.9	0.0	-5.8	-0.9
15	O=C(C1Cc2ccccc2CN1S(=O)(=O)c1ccc(F)cc1)N1CCCCC1 (stereo unspecified)	2.2	-0.5	7.2	2.7	0.8	-1.3	15.2[5 µM]	1.2	-3.0
16	Cc1ccc(C)c(N2CCN(C(=O)c3ccc(Cn4c(=S)[nH]c5ccc(N6CCOCC6)cc5c4=O)cc3)CC2)c1	-1.9	26.1	5.7	13.8	-0.8	-8.9	29.5	-7.9	-18.9
17	Cc1cccc(OCCCCCn2ccnc2)c1C	-1.7	49.4	13.2	10.4	-0.1	-1.2	3.9	2.2	36.9
18	CCOc1ccc(OCC)c(NC(=O)C2CCN(c3ncccn3)CC2)c1	0.4	11.8	-10.7	2.9	-0.4	-1.0	12.4	-9.1	-4.0
19	CC(NS(=O)(=O)c1ccc(F)cc1)C(c1cccs1)N1CCOCC1 (stereo unspecified)	-0.8	10.8	7.0	9.9	.	-1.3	4.4	12.7	7.0
20	Cc1ccc(CNC(=O)CSc2ccc(-c3ccco3)nn2)cc1	-1.6	19.6	9.2	1.1	1.4	2.5	15.5	2.0	-4.2
21	Cc1ccc(C(=O)O)cc1-c1ccc(C=C2C(=O)c3ccccc3C2=O)o1	-2.4	2.2	21.1	5.7	-1.3	-2.9	-12.5	6.6	2.3
22	O=C(O)c1ccc(/C=N/NC(=O)c2ccc(Br)cc2)cc1	0.9	-6.3	10.1	6.3	0.1	0.9	13.9	7.0	7.2
23	CCNS(=O)(=O)c1ccc(NC(=O)c2ccccc2)cc1	2.1	-16.7	6.4	6.4	0.2	0.0	34.8	6.0	39.7
24	CCCCC1OC2(C)OC(=N)C1(C#N)C(C#N)(C#N)C2c1ccccc1 (stereo unspecified)	1.8	-70.6	5.8	2.8	0.8	-0.9	-12.2	2.7	0.1
25	COC(=O)c1sc2nc3c(cc2c1N)COC(C)(C)C3	-0.5	26.5	16.9	7.3	-0.8	1.1	31.8	1.4	-14.1
26	CCOc1ccc(-n2c(=S)sc3c(=O)[nH]c(SCC(=O)C(C)(C)C)nc32)cc1	3.1	1.1	7.2	4.9	1.1	-1.4	-6.3	0.1	-3.3
27	Cc1ccc(C)n1-c1ccc(C#N)cn1	-0.6	-1.1	0.3	6.5	0.5	0.0	11.4	18.6	1.1
28	C=CCn1c(Cc2csc(N)n2)nnc1SCC(=O)Nc1ccc(C(=O)OCC)cc1	-0.7	-8.4	-7.2	8.6	-0.8	-0.7	3.1	-12.8	4.8
29	Cn1c(=O)c2c(-c3cccc(F)c3)c3c(nc2n(C)c1=O)-c1ccccc1C3O (stereo unspecified)	-1.9	44.6	18.0	14.9&10.3	-0.1	-7.8	10.2	-3.2	-0.4
30	COCCN(CC(=O)NCC1CCCO1)C(=O)CCC(=O)Nc1cc(C)on1 (stereo unspecified)	0.5	22.6	9.8	18.0	0.4	-1.3	9.7	-3.0	0.7
31	NS(=O)(=O)c1ccc(NC(=O)COC(=O)CCC2CCCC2)cc1	2.6	-0.1	7.7	6.5	-0.3	0.6	-18.0	-3.9	2.4
32	O=S(=O)(c1ccc(F)cc1)c1snnc1-c1ccccc1	5.4	-39.6	-1.4	-1.0	-1.2	-7.9	19.9	-6.2	-9.8
33	COc1ccc(C(=O)CSc2nnnn2Cc2ccccc2)cc1	-1.3	-29.3	13.5	17.2	0.0	-0.9	35.9	5.8	-1.0
34	COC(=O)CN(C)C(=O)CC1C(=O)NCCN1CC(C)(C)C (stereo unspecified)	-2.8	-2.0	5.3	5.4	-0.5	0.4	6.1	-1.6	2.8
35	O=c1c(C=NCc2ccccc2)c(NCc2ccccc2)nc2ccccn12	-3.1	51.7	-0.1	5.3	2.0	-5.6	0.1	-6.4	-5.9
36	CS(=O)(=O)c1ccccc1-c1nc(-c2ccc(C(F)(F)F)cc2)no1	-1.3	-12.2	18.2	13.7	-0.1	1.0	-0.9	-8.7	4.6
37	Cc1ccc2nc(SCC(=O)Nc3ncccn3)[nH]c2c1	0.4	-16.1	7.7	5.2	0.4	2.9	7.3	0.1	-0.2
38	Cc1ccccc1C(=O)Nc1ccccc1C(=O)N/N=C\c1ccco1	-1.4	22.5	9.6	13.7	0.9	-2.1	5.8	-0.5	-3.2
39	CCCCC(CC(O)COCC(C)C)C(=O)NNC(=S)Nc1ccccc1 (stereo unspecified)	3.5	-1.3	10.1	2.3	0.1	1.2	-10.5	1.6	7.5
40	CCc1cccc(NC(=O)CN(C)S(=O)(=O)c2cnc[nH]2)c1	-1.1	-5.6	14.8	29.2	0.0	-2.9	23.4	2.0	0.9
41	C=CCOc1c(Cl)cc(CNc2ccc3[nH]c(=O)[nH]c3c2)cc1OC	-1.3	-3.2	7.7	3.8	1.5	2.8	6.6	12.0	-1.0
42	CCCNC(=O)c1cc2c3ccccc3n(C)c2s1	-1.1	38.5	17.6	6.7	2.4	-7.2	1.5	6.8	-35.1
43	Cc1cccc2cc(CN(Cc3ccccc3)C(=O)N(C)C)c(=O)[nH]c12	-2.2	0.9	21.3	12.2	0.5	0.1	6.7	5.2	-16.4
44	CCOC(=O)Cc1c(C)c2c(C)nn(-c3ccccc3)c2oc1=O	-3.1	15.7	6.0	9.2	-0.2	-0.3	5.6	-6.8	-3.0
45	CCOCCCNC(=S)N1CCC(NC(=O)C23CC4CC(CC(C4)C2)C3)CC1	0.7	6.6	14.1	6.8	1.4	0.3	12.8	-2.1	-1.3
46	COc1cccc(CC(=O)Nc2ccc(S(=O)(=O)Nc3nc(C)cc(C)n3)cc2)c1	-3.4	3.9	-5.9	7.2	2.6	1.9	-2.8	-4.9	-8.4
47	COc1ccsc1C(=O)N1CCN(Cc2ccc3c(c2)OCO3)CC1	-1.6	-4.1	-5.6	10.9	0.1	2.5	-3.7	4.0	0.2
48	COC(=O)Cn1nnc(-c2cccc(OC)c2)n1	6.3	28.6	-6.1	7.9	-0.3	0.4	2.4	0.5	5.3
49	Cc1ccc(-c2nnc(SCC(=O)Nc3ccc(S(=O)(=O)N4CCCCCC4)cc3)o2)cc1	1.7	100.7*	10.0	4.3	0.2	-3.2	11.4	-3.5	-1.6
50	COc1ccc(OCCSc2nnnn2C2CCCCC2)cc1	0.1	31.5	9.4	7.2	0.3	0.8	10.7	3.9	10.3
51	CS(=O)(=O)c1nc2ccccc2n1Cc1ccccc1	0.6	13.3	-3.0	3.2	0.7	-0.6	13.7	-7.8	-0.2
52	Cc1ccc(C(=O)Nc2ccccc2C(=O)N2CCCCCC2)cc1	3.9	10.9	5.1	2.9	0.3	1.8	4.9	22.0	-3.9
53	COc1cc(S(=O)(=O)N(Cc2cccc(OC)c2OC)CC2CCCO2)ccc1-n1cnnn1 (stereo unspecified)	-3.4	-4.9	8.0	7.1	-0.6	-0.1	10.4	2.5	-12.1
54	COc1ccc(/C(C)=C2/SC(=S)N(CCC(=O)O)C2=O)cc1	-2.2	7.6	9.1	9.1	-0.5	0.0	-5.5	7.4	-1.5
55	Cc1ccc(-n2nnnc2SCC(=O)NNC(=O)c2ccco2)c(C)c1	-1.2	50.6	0.8	11.0	-0.1	-3.2	9.7	-2.9	-4.1
56	Cc1ccc(NC(=O)C(C)C(=O)Nc2ccc(C)cc2)cc1	2.0	18.9	-2.6	7.3	0.0	0.6	-3.5	-5.6	-1.1
57	COC(=O)c1[nH]c(C)c(/C(O)=C2\C(=O)C(=O)N(CCN(C)C)C2c2ccco2)c1C (stereo unspecified)	0.1	19.7	2.6	5.2	-0.1	1.2	15.2	11.6	-114.3
58	N=c1c2c3c(sc2ncn1N)CCCC3	-1.8	6.2	2.8	9.7	0.6	1.8	16.1	-4.1	-1.5
59	O=C(CC1(O)C(=O)N(Cc2ccc3c(c2)OCO3)c2ccccc21)c1ccccc1 (stereo unspecified)	-4.9	39.4	-2.5	14.1	-0.3	-7.0	-3.1	-0.1	4.1
60	CSc1nsc(SCC(=O)Nc2cccc(C(C)=O)c2)n1	1.5	43.5	14.0	8.4	0.0	-0.2	27.7	-10.3	-1.5
61	COC(=O)c1c(NC(=O)CC2SC(N)=NC2=O)sc2c1CCC(C)C2 (stereo unspecified)	-1.7	43.5	-0.7	7.8	-0.4	0.3	9.4	-8.6	5.5
62	O=C(NC(NC(=S)Nc1ccc(Cl)c(Cl)c1)C(Cl)(Cl)Cl)c1ccco1 (stereo unspecified)	-3.2	30.4	2.0	14.3	0.1	-4.6	19.0	-10.8	-0.8
63	Cc1oc(=O)c(NC(=O)c2ccccc2)cc1C(=O)c1ccccc1	0.4	-7.6	6.4	5.3	-0.2	0.8	10.3	-2.3	-4.1

# Some of the compounds tested (hit frequency here may not be typical).
